Source: PubChem (Sanford-Burnham Center for Chemical Genomics)
Apaf1 inhib – human Apaf-1 inhibition; reconstituted apoptosome caspase-3 activity, DEVD-Rh110 fluorescence; inhibition, % at 20 µM; 330,000 tested, 0.71% active; active means inhibition of at least 40% at 20 µM;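 further: plate controls were DMSO wells for no effect and DEVD-CHO caspase inhibitor wells for full effect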
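detection = Rh110 fluorescence intensity | test system = biochemical Apaf-1 apoptosome reconstitution | also added = cytochrome c and DEVD-Rh110 substrate | schedule = 30 min plus 50 min, RT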
SENP1 inh – inhibitors of human SENP1 SUMO protease catalytic domain. 360,000 tested, 0.21% active. inhibition, % at 10 µM. AID 624204. Q9P0U3. recombinant SENP1 catalytic domain, CyPet-SUMO1-YPet FRET cleavage;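 active means inhibition at least 30% at 10 µM, raw YFP signal under a set limit, fluorescence ratio 0.5 to 1.5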;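 further: 0% = enzyme with DMSO and 100% = no enzyme wells; some results filed as inactive read as strong as hits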
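Assay system – human recombinant His6-tagged SENP1 catalytic domain enzyme · Input – SENP1 enzyme, 20 pM final · Buffer or medium – Tris pH 8 buffer plus EDTA, NaCl, BME, BSA, NP40, catalase · Schedule – 50 min reaction at room temperature · Technique – FRET read of cyan and yellow fluorescence · Control set – no-enzyme wells low, DMSO-plus-enzyme wells high control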
SENP8 block-1 – inhibitors of human SENP8 protease; recombinant SENP8, Nedd8 substrate fluorescence; Q96LD8; AID 602440; inhibition, % at 20 µM; 360,000 tested, 0.64% active; in the data active means inhibition mostly above about 40%, no sharp cut-off; inactive means mostly below about 27%
SENP7 block – inhibitors of human SENP7 protease. Q9BQF6. recombinant SENP7, Z-RLRGG-aminoluciferin luminescence, 40 min. inhibition, % at 5 µM. 330,000 tested, 1.5% active;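 active means inhibition above about 50% at the single test dose, limit read from the data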;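 further: plate controls were DMSO with enzyme for no effect and no enzyme buffer wells for full effect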
SENP8 block-2 – blocks the human protease SENP8; purified SENP8, Z-RLRGG-aminoluciferin cleavage, luminescence; 330,000 tested, 1.2% active; inhibition, % at 10 µM; AID 2540; in the data active means inhibition above about 50%
SENP6 inh – inhibitors of human SENP6 protease; Q9GZR1; Recombinant SENP6 catalytic domain, aminoluciferin luminescence; inhibition, % at 10 µM; 330,000 tested, 1.8% active; AID 2599;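 active means inhibition above about 50% at the single tested dose, limit read from the data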;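 further: plate controls were DMSO wells with enzyme for no effect and DMSO wells lacking enzyme for full effect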
PfGluPho inh – PfG6PD (Plasmodium falciparum) enzyme inhibition; PfGluPho enzyme, NADPH resazurin-diaphorase fluorescence; inhibition, % at 20 µM; 350,000 tested, 0.78% active; AID 504690;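 active means inhibition reaching at least a set limit at 20 µM in the primary screen, cut at about 59% in these data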;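 further: 0% = DMSO wells with substrate and 100% = DMSO wells lacking glucose-6-phosphate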
HKDC1 inhibitor – HKDC1 (human) hexokinase inhibition. 340,000 tested, 0.16% active. recombinant HKDC1, G6PDH/diaphorase resazurin coupled fluorescence. Q2TB90. inhibition, % at 20 µM;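 active means inhibition above about 35% when tested at 20 µM, limit read from the data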;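 further: plate controls were DMSO wells with enzyme for no effect and DMSO wells lacking enzyme for full effect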
Target sequence (Q2TB90 whole entry, looked up): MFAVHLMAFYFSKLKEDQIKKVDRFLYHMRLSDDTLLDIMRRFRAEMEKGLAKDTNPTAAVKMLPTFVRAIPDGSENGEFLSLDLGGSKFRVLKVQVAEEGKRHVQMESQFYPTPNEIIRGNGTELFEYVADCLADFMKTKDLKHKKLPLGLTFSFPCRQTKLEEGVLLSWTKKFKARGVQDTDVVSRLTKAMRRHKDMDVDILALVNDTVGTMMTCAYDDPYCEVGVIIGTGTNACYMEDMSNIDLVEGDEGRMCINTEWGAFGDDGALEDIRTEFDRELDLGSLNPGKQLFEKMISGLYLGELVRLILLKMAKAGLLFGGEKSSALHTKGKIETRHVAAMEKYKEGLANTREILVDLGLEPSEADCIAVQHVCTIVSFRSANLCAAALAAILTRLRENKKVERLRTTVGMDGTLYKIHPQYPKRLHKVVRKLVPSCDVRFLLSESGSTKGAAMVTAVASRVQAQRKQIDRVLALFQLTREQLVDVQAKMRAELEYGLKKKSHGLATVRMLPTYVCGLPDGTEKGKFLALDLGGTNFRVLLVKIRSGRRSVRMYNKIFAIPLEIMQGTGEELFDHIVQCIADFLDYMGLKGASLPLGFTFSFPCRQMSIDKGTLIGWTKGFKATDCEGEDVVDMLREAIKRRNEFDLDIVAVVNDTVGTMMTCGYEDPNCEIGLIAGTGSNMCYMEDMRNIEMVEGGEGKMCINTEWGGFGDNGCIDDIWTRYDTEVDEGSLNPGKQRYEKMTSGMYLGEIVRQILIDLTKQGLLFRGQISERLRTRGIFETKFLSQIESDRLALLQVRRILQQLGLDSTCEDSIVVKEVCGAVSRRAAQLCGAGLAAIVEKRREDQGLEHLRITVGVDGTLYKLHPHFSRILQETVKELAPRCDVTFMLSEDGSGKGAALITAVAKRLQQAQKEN
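Material: recombinant HKDC1 hexokinase; Amount: HKDC1 at 5 µg/mL; Medium: Tris pH 8.0 buffer with MgCl2, Tween-20, BSA, BME; Schedule: 90 min reaction incubation at room temperature, dark; Technique: coupled resazurin fluorescence, excitation 525 nm, emission 613 nm.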
Numbers without * were called inactive; · = not tested or not shown.

Below each SMILES: Apaf1 inhib	SENP1 inh	SENP8 block-1	SENP7 block	SENP8 block-2	SENP6 inh	PfGluPho inh	HKDC1 inhibitor
1. COc1ccccc1C(=O)Nc1ccnn1C1CCN(Cc2cnn(C)c2)CC1
 : 33	0	12	-11	-4	5	-11	-5
2. Cc1ccc(OCCCN2CCOCC2)cc1
 : -6	1	20	-4	-1	-9	-14	-7
3. O=C(Nc1ccccn1)c1ccc2nc(-c3ccccc3)c(-c3ccccc3)nc2c1
 : 11	·	·	4	-5	-14	·	·
4. COc1ccc(S(=O)(=O)c2snnc2C)cc1
 : 9	3	23	-9	-13	-29	6	-3
5. O=C(CN1CCOCC1)Nc1ccc2c(c1)OC(F)(F)O2
 : -9	3	14	-7	-12	1	-4	-3
6. Cc1cccc(NC(=O)C2C(C(=O)O)C3C=CC2C32CC2)c1C (stereo not drawn)
 : 3	-2	33	14	-9	-23	-11	-3
7. COc1ccccc1CNC(=O)CNC(=O)[C@@H]1Cc2ccccc2CN1
 : -3	-1	0	6	-4	16	14	-5
8. Cc1c(NC(=O)C2CCN(S(=O)(=O)c3ccc(Cl)cc3)CC2)c(=O)n(-c2ccccc2)n1C
 : -5	2	20	-3	-8	-6	3	-7
9. Cc1ccc(F)c(NC=C2C(=O)OC(C)(C)OC2=O)c1
 : -9	-3	-6	-1	-6	-24	-6	-5
10. COc1ccc2cc(/C=N/O)c(Cl)nc2c1
 : -6	-1	-381	24	-4	-54	1	-6
11. Cc1cc(C(=O)CN2C(=O)NC(C)(CC(C)C)C2=O)c(C)n1-c1ccc2c(c1)OCO2 (stereo not drawn)
 : 24	-4	19	-11	-5	-10	11	-2
12. CC(=O)Nc1nc(SCC(=O)Nc2nnc(C)s2)[nH]c(=O)c1NC(=O)c1cccs1
 : 3	-1	0	-5	-13	-23	-13	0
13. COc1ccccc1CNC(=O)Cc1ccc(OC)c(OC)c1
 : -3	2	6	2	-9	10	5	-5
14. O=[N+]([O-])c1ccc(N2CCCCC2)cc1N1CCOCC1
 : 0	-1	23	2	-6	-4	-1	-12
15. COc1cccc(CC(=O)Nc2cccc3ccccc23)c1
 : 4	0	10	-2	-6	-28	3	3
16. C/C=C\C=C/C(=O)Nc1cccc(C2=NOC3(C2)C[C@@H](C(N)=O)N(C(=O)c2ccc(Cl)cc2)C3)c1 (stereo partly drawn)
 : 11	-3	-6	14	-7	-12	15	4
17. CC1Oc2ccccc2N(CC(=O)NC2CCCC2)C1=O (stereo not drawn)
 : 12	1	5	-1	-12	-15	14	-3
18. CCOC(=O)c1ccc(NC(=O)C2CC(=O)N=C(N)S2)cc1 (stereo not drawn)
 : -8	-1	0	-10	-16	-5	2	-3
19. CNC(=O)CSc1nnc(-c2cc(C)cc(C)c2)o1
 : -12	4	18	-4	-16	-16	10	-5
20. Cn1ccnc1SCC(=O)c1c[nH]c2ccccc12
 : -1	-3	-9	50	33	58*	8	-6

The list goes on; the last 4 above are carried over.
Below each SMILES: Apaf1 inhib	SENP1 inh	SENP8 block-1	SENP7 block	SENP8 block-2	SENP6 inh	PfGluPho inh	HKDC1 inhibitor
17. CC1Oc2ccccc2N(CC(=O)NC2CCCC2)C1=O (stereo not drawn)
 : 12	1	5	-1	-12	-15	14	-3
18. CCOC(=O)c1ccc(NC(=O)C2CC(=O)N=C(N)S2)cc1 (stereo not drawn)
 : -8	-1	0	-10	-16	-5	2	-3
19. CNC(=O)CSc1nnc(-c2cc(C)cc(C)c2)o1
 : -12	4	18	-4	-16	-16	10	-5
20. Cn1ccnc1SCC(=O)c1c[nH]c2ccccc12
 : -1	-3	-9	50	33	58*	8	-6
21. COc1cc2c(cc1OC)/C(=C/c1ccc(Br)cc1)C(=O)OC2
 : 13	-2	-23	-8	-11	-14	27	0
22. Cc1cc(C(=O)Nc2ccc([N+](=O)[O-])cn2)cs1
 : 1	2	2	51*	28	51*	4	-4
23. CC1(C(=O)NCc2ccc(F)cc2)Oc2ccccc2NC1=O (stereo not drawn)
 : -1	0	19	6	-3	-10	-5	2
24. O=C1C=C(Nc2ccccc2)C(=O)c2ccccc21
 : 17	4	25	82*	80*	90*	-6	12
25. Cc1cccc(NC(=O)C2CC3CCC2C3)c1C (stereo not drawn)
 : -1	3	7	7	-8	-8	-3	2
26. COC(=O)Nc1ccc(S(=O)(=O)N2CCCC(C(=O)N3CCOCC3)C2)cc1 (stereo not drawn)
 : -11	2	30	0	-5	-10	-21	4
27. O=C(Nc1ccc(C2=CN(Cc3ccccc3)CCC2=O)cc1)OCc1ccccc1
 : 1	0	8	3	2	0	11	1
28. Cc1ccc(Sc2ncccc2C(=O)NCc2cc([N+](=O)[O-])ccc2O)c(C)c1
 : -48	1	15	10	1	-14	-8	-2
29. O=C(CCc1nc2ccccc2c(=O)[nH]1)OCC(=O)c1cccc(Cl)c1
 : 5	1	-1	0	-5	-16	-20	-5
30. Cc1nn(-c2ccccc2)c2nc(-c3ccco3)cc(C(=O)O)c12
 : 4	-3	-470	-4	-1	-5	6	4
31. COc1ccc(-n2c(O)c(/C=N/NS(=O)(=O)c3cccc([N+](=O)[O-])c3)c3ccccc3c2=O)cc1OC
 : 13	-15	-400	25	10	53*	28	0
32. Cn1c(C(=O)OC(C(=O)NC2CCCCC2)c2ccccn2)cc2sccc21 (stereo not drawn)
 : 24	1	5	-7	1	-6	-5	2
33. CC(=O)Nc1cccc(NC(=O)c2ccc(C(=O)Nc3cccc(NC(C)=O)c3)nc2)c1
 : -1	2	0	-13	-12	-1	26	-2
34. OCC1(Cc2ccccc2)CCCN(Cc2cnn(-c3ccccc3)c2)C1 (stereo not drawn)
 : -3	2	6	-4	6	3	9	5
35. O=C(Cn1nnc(-c2ccc(Cl)cc2)n1)NC1CC2CCC1C2 (stereo not drawn)
 : 26	0	26	-2	-5	-6	-2	2
36. Cc1ccc(C)n1-c1ccc2c(c1)COC2=O
 : -1	·	·	4	-5	-10	·	·
37. Clc1ccc(C(c2nnnn2C2CCCCC2)N(Cc2cccnc2)Cc2ccco2)cc1 (stereo not drawn)
 : ·	0	16	·	·	·	-2	-3
38. O=C(c1nn(Cc2ccccc2)c(=O)c2ccccc12)N1CCc2ccccc2C1
 : 10	1	20	6	3	8	-7	0
39. COc1ccc(S(=O)(=O)N2CCOCC2)cc1Cl
 : -20	1	2	7	1	-10	-11	3
40. O=C(CSc1nnc(-c2ccc(F)cc2)o1)NC1CCCCC1
 : -5	0	-4	1	4	-12	10	-14
41. COCCN1Cc2cccc(C(=O)NCCCN3CCCC3=O)c2C1=O
 : 1	0	14	-8	-8	-20	-4	-3
42. Cc1ccc(C2=NCN(c3ccc(C(=O)O)cc3)C(=S)N2)cc1
 : 6	·	·	-4	-18	-7	·	·
43. Cc1ccccc1-n1c(=O)c2ccccc2n2c(=O)[nH]nc12
 : 1	1	10	11	4	0	3	-4
44. Cc1cccc(NC(=O)c2nc[nH]c2C(=O)N[C@@H](C)C(=O)OC(C)(C)C)c1
 : 33	1	12	-10	-8	-18	9	5
45. CCCc1nc2c(ccc3ccccc32)cc1CC
 : 5	0	-2	4	-6	-7	7	4
46. CCOc1ccc(Nc2nc3ccccc3c(=O)s2)cc1
 : -20	2	27	-4	0	4	-3	-10
47. CCOC(=O)c1ccc(Nc2cc(C)nc(C)c2C(=O)OCC)cc1
 : 4	1	-116	8	3	9	1	-6
48. COc1ccc(N2CCN(C(c3cccs3)C(C)NS(=O)(=O)c3ccccc3)CC2)cc1 (stereo not drawn)
 : 5	-2	11	16	9	-1	20	4
49. Cc1ccc(/C=C/C(=O)NCCc2cccc(Cl)c2)o1
 : 17	-20	-15	-7	-8	-22	63*	-4
50. CCCC12CN3CC(C)(CN(C1)C31CCCCC1)C2=O
 : -3	2	25	2	-1	-18	-22	-12
51. COc1ccc(C(=O)N/C(=C/c2cccs2)C(=O)NCCCn2ccnc2)cc1OC
 : -24	0	14	-9	2	-4	8	-14
52. CCC1Oc2ccccc2N(CC(=O)NCc2ccco2)C1=O (stereo not drawn)
 : 10	0	13	-7	-10	-4	4	-13
53. COc1ccc(CCNC(=O)c2n[nH]c(=O)c3ccccc23)cc1
 : -1	2	9	-1	-8	7	5	-3
54. Cc1ccc(S(=O)(=O)N2CCCc3cc(NC(=O)c4c(F)cccc4F)ccc32)cc1
 : 9	0	4	-9	-10	3	54	2
55. Oc1ccccc1-c1cc(C(F)(F)C(F)F)nc(-c2ccccc2)n1
 : -2	1	-28	-8	0	11	4	-5
56. COC(=O)c1ccc(/C=C/C(=O)c2cccc(OC)c2)cc1
 : 5	0	7	-12	-11	-7	-6	24
57. CCN(/N=C/c1ccccc1)c1cc(=O)n(C)c(=O)[nH]1
 : 6	-7	20	9	1	0	-3	-9
58. O=S(=O)(Nc1cccc(S(=O)(=O)N2CCCC2)c1)c1ccc(Cl)cc1
 : -4	-1	7	2	7	0	-19	0
59. CCOC(=O)c1[nH]c2ccc(F)cc2c1NC(=O)CCN1CCOCC1
 : -17	1	-242	4	3	-3	-9	-8
60. COc1cc(C(=O)Nc2ccc([N+](=O)[O-])cn2)cc(OC)c1OC
 : 3	2	30	8	5	2	-1	-3
61. CCOC(=O)C1(Cc2cccc(OC)c2)CCCN(Cc2c(C)nn(C(C)C)c2C)C1 (stereo not drawn)
 : -7	1	11	1	-4	-5	-14	0
62. Nc1ccc(S(=O)(=O)Nc2ccccn2)cc1
 : -9	-1	5	-2	3	-8	7	-8
63. CC1(C)Cc2c(c(=S)nc(-c3ccccc3)n2CCO)CO1
 : -19	1	26	1	-2	-2	0	2
64. O=C(NCC(c1cccs1)N1CCOCC1)c1ccccc1NS(=O)(=O)c1cccc([N+](=O)[O-])c1 (stereo not drawn)
 : 10	-1	5	20	4	0	-8	-3
65. COc1ccc(OC(C)C(=O)Nc2cccc([N+](=O)[O-])c2)cc1 (stereo not drawn)
 : 1	3	6	4	0	-7	-8	-8
66. O=C(CSc1nc2ccccc2s1)CSc1nc2ccccc2s1
 : 21	-9	6	-9	-12	-12	11	8
67. CSc1cccc(NC(=O)CCCn2c(=O)c3cccn3c3cccnc32)c1
 : 15	-1	-26	0	4	-7	7	-15
